High-throughput results (PubChem BioAssay)
RBBP9 inhibitor – blocks human serine hydrolase RBBP9 | O75884 | recombinant RBBP9, FP-Rh probe fluorescence polarization | inhibition, % at 7.94 µM | actives 0.2% (n = 220,000) | AID 1515;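 active = inhibition above the campaign mean of all tested compounds plus 3 SD, cut at about 14% in these data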;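 also: plate controls were DMSO wells with RBBP9 for no effect and wells lacking RBBP9 protein for full effect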
Target sequence (O75884 whole entry, looked up): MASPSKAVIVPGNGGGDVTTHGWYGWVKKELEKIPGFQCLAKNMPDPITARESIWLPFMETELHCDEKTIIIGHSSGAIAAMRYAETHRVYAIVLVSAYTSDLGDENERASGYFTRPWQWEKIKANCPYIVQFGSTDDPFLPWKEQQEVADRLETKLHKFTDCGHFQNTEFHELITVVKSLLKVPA
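Measured by – fluorescence polarization · Test system – RBBP9 protein · Input – 2.5 µM RBBP9 dispensing solution, before mixing · Measure – percent inhibition from mP, scaled between DMSO and no-protein wells · Benchmarks – DMSO-treated enzyme wells and wells lacking RBBP9 · Times – preincubation 30 min plus labeling 45 min at 25 °C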
Tb hexokinase – blocks Trypanosoma brucei hexokinase 1 activity; recombinant TbHK1, G6PDH-coupled NADH A340; inhibition, % at 10 µM; actives 0.11% (n = 220,000);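 active = inhibition of 50% or more in the single-dose primary screen; inactive = inhibition below 50%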
Runt-SMMHC FRET – Runt domain-CBFb-SMMHC interaction inhibition; Q01196+Q13951; Cerulean-Runt/Venus-CBFb-SMMHC FRET ratio 530/480, 1 h; inhibition, % at 20 µM; actives 0.74% (n = 220,000);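 active = mean inhibition across duplicate retests at 20 µM reaching about 50%, limit read from the data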;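 also: 0% = DMSO wells and 100% = wells with excess untagged CBFb-SMMHC; inhibitors lower the FRET ratio by blocking Runt binding to CBFb-SMMHC; some results filed as inactive read as strong as hits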
Target sequence (Q01196 whole entry, looked up, the tested form may be a part): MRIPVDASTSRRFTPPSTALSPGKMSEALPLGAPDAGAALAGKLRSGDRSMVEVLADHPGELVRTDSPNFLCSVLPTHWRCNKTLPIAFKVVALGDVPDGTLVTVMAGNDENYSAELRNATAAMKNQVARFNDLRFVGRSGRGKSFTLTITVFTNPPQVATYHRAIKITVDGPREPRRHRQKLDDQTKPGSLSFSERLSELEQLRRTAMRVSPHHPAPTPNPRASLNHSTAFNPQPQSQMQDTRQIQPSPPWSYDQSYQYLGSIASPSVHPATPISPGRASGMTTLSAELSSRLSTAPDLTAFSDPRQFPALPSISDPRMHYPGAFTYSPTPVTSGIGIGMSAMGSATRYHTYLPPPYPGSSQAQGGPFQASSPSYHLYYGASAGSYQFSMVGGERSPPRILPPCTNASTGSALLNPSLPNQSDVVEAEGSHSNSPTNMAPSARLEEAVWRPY
Target sequence (Q13951 whole entry, looked up, the tested form may be a part): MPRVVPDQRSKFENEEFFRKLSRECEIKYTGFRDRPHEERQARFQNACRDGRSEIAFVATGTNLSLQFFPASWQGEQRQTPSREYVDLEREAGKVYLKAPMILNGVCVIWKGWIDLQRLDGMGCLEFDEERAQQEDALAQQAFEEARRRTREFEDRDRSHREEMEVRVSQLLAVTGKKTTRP
Runt-CBFb FRET – blocks binding of human RUNX1 Runt domain to CBFb | Q01196+Q13951 | Cerulean-Runt/Venus-CBFb FRET ratio 530/480, 1 h | inhibition, % at 20 µM | actives 0.46% (n = 220,000) | AID 1496;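 active = inhibition over about 50% at 20 µM in the single-dose screen, limit read from the data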;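 also: 0% = DMSO wells and 100% = excess unlabeled CBFb competitor control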
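Measured by: fluorescence energy transfer, 422 nm excitation, 530/480 nm emission; Assay system: Cerulean-Runt domain; Medium: Tris pH 7.5 buffer with BSA; Measure: loss of energy transfer signal; Controls: 5 µM unlabeled CBFb as full-inhibition high control; Incubation: protein complex preformed 1 h, compound exposure 1 h, room temperature, dark.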
m-calpain inh – inhibitors of pig calpain II | inhibition, % at 16 µM | purified calpain II, fluorogenic peptide substrate, 30 min | actives 0.37% (n = 220,000);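 active = inhibition above about 50%, limit read from the data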
p47phox inh – inhibitors of human p47phox binding; p47phox/p22phox peptide binding, fluorescence polarization, 2 h; inhibition, % at 24.7 µM; actives 0.53% (n = 220,000); P14598;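 active = inhibition above about 30%, limit read from the data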;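 also: 0% = p47phox with labelled peptide and 100% = labelled peptide alone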
p97 inhibitor – human p97 ATPase inhibition; P55072; actives 0.42% (n = 220,000); AID 1481; inhibition, % at 8 µM; recombinant p97 ATPase, Kinase-Glo ATP luminescence, 3 h; in the data active = inhibition above about 15%;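 also: 0% = DMSO vehicle and 100% = wells lacking enzyme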
Furin inhibitor – human furin inhibition | purified furin, fluorogenic substrate cleavage | inhibition, % at 30 µM | actives 0.061% (n = 220,000); in the data active = inhibition above about 25%; also: inactives centre near -15
EBV gp42 block – blocks Epstein-Barr virus glycoprotein 42 binding | Q1HVG2 | inhibition, % (tested at 21.74 µM) | actives 0.42% (n = 220,000) | Fluorescence polarization binding assay, mP read-out; in the data active = inhibition above about 50%
Target sequence (Q1HVG2 whole entry, looked up): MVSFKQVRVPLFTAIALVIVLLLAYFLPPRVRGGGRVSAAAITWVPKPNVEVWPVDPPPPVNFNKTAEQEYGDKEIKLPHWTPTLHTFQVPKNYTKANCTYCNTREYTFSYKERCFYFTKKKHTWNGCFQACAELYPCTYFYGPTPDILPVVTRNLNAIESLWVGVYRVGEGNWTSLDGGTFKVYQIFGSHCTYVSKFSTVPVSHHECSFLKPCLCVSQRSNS
An asterisk follows results filed as active; / = no result given; [ ] = another dose, or the depositor's remark.

SMILES	RBBP9 inhibitor	Tb hexokinase	Runt-SMMHC FRET	Runt-CBFb FRET	m-calpain inh	p47phox inh	p97 inhibitor	Furin inhibitor	EBV gp42 block
CCOC(=O)CCCCC(=O)c1[nH]c(=O)[nH]c1CSc1nc(C)cc(C)n1	7	-10	0	1	13	-4	-4	-14	-26
CCOC(=O)CNC(=O)c1cn(CC)c(=O)c2cc(OC)c(OC)cc12	-8	-6	2	1	28	-7	6	-19	-7
Clc1cccc(Oc2cnc3ccccc3n2)c1	-5	-8	6	3	-17	-15	1	-15[20 µM]	-23
O=C(COC(=O)CCc1nc2ccccc2c(=O)[nH]1)Nc1ccc(N2CCOCC2)cc1	-7	4	-4	1	9	6	-3	-10	13
O=C(Nc1ccc(C(=O)O)cc1)/C(=C\c1ccc2c(c1)OCO2)NC(=O)c1ccc(Br)cc1	-7	-32	-7	1	15	-1	3	-12	5
CC(C)(C)NC(=O)Cn1cnc2cc([N+](=O)[O-])ccc2c1=O	-2	-4	-2	2	19	-13	1	-18	-7
Cc1ccc(C(=O)NNC(=O)C2CCN(Cc3ccc(Cl)c(Cl)c3)CC2)cc1	-4	-4	0	-1	-10	-16	3	-18[20 µM]	-14
CCCc1nc2c(c(=O)c3ccccc3n2C)c(=O)n1-c1ccc(F)cc1	-1	-4	-2	-3	4	-5	3	-12	1
O=C(CNC(=O)Cc1ccccc1)N=Nc1c(O)n(Cc2ccc3c(c2)OCO3)c2ccccc12	-4	0	-3	-2	-18	2	2	-6	1
COc1ccc(NC(=O)/C(C#N)=C/c2c(C)nn(-c3ccc(F)cc3)c2Cl)cc1OC	-1	-13	-2	-2	-45	1	1	-11	4
O=C(N/N=C/c1ccc2c(c1)OCO2)c1ccc2ccccc2n1	-14	-29	-3	-1	20	-7	-2	6	1
CCN1CCCC1CNC(=O)c1ccc2c(=O)n(CCOC)c(=O)[nH]c2c1 (stereo not drawn)	-7	-13	-2	-1	-95	-3	2	-5	-20
Cc1cccc(OCC2=N/C(=C\N(C)C)C(=O)O2)c1	-4	-10	1	-1	-55	-16	6	-22	-8
O=C1Nc2cc(Cl)c(Cl)cc2N(O)N1c1cccc(Cl)c1	-4	-2	2	0	8	1	1	-14[20 µM]	-6
CCOc1cc(/C=C(\C#N)C(N)=O)ccc1OS(=O)(=O)c1ccccc1	-6	-6	-1	0	3	-8	0	-18	5
COc1ccc(N2CCN(C(c3nnnn3CCc3ccccc3)C(C)C)CC2)cc1 (stereo not drawn)	-7	7	2	-1	9	-1	-4	-23	-7
C/C(=N\NC(=O)CSc1nc2ccccc2s1)c1ccco1	-10	-1	0	-2	-9	-14	5	-37	-5
Cc1cnc2c(C(=O)O)cnn2c1	0	-10	2	-1	-34	-3	4	-23	4
O=C(CNC(=O)c1ccccc1Cl)N/N=C/c1ccc([N+](=O)[O-])s1	-6	-5	-3	1	14	-8	7	-7	-10
O=C(CN1C(=O)CCS(=O)(=O)c2ccccc21)NCc1ccccc1	-7	5	-12	0	6	-11	2	-7[20 µM]	-26
O=C(N/N=C/C=C/c1ccccc1)NC1CCCCC1	-11	-9	1	0	18	8	-1	-21	2
Cc1cccc(C)c1OCC(=O)Nc1ccc(N2CCOCC2)cc1	6	-2	0	-1	-9	0	-4	-8	-8
Cc1cc([N+](=O)[O-])ccc1NCc1ccccc1	-3	-1	-4	-2	38	-5	1	-7[20 µM]	-19
Cc1cc(C)cc(OCC(=O)NNC(=O)CN2C(=O)c3ccccc3C2=O)c1	-1	3	-11	1	26	2	-10	-8	10
O=C(CSc1ccccn1)Nc1nncs1	3	-8	4	0	-13	5	4	8[20 µM]	1
C=CCN1CCN(C(CC(C)C)c2nnnn2CCOC)CC1 (stereo not drawn)	-5	4	4	0	-22	-1	1	-18	3
O=S1(=O)c2ccccc2N=NN1Cc1ccc(Cl)c(Cl)c1	7	-8	34	38	-21	15	2	-4[20 µM]	-31
Cc1ccnc(N2C(=O)c3ccccc3C2O)c1 (stereo not drawn)	-6	-5	-2	2	-16	-9	-25	-16	-3
N/C(=N\N=C\c1ccc(O)cc1)c1nonc1N	-6	-30	-3	0	-11	-1	0	-13	-2
Cc1ccc(CNC(=O)c2cnc(-c3ccccn3)nc2C(F)(F)F)cc1	-6	-1	-1	-2	-2	-10	3	-20[20 µM]	-17

Compound profiles (already shown).
Cc1cccc(C)c1OCC(=O)Nc1ccc(N2CCOCC2)cc1 reads RBBP9 inhibitor: 6; Tb hexokinase: -2; Runt-SMMHC FRET: 0; Runt-CBFb FRET: -1; m-calpain inh: -9; p47phox inh: 0; p97 inhibitor: -4; Furin inhibitor: -8; EBV gp42 block: -8
O=C(N/N=C/C=C/c1ccccc1)NC1CCCCC1 reads RBBP9 inhibitor: -11; Tb hexokinase: -9; Runt-SMMHC FRET: 1; Runt-CBFb FRET: 0; m-calpain inh: 18; p47phox inh: 8; p97 inhibitor: -1; Furin inhibitor: -21; EBV gp42 block: 2
Cc1cc([N+](=O)[O-])ccc1NCc1ccccc1 reads RBBP9 inhibitor: -3; Tb hexokinase: -1; Runt-SMMHC FRET: -4; Runt-CBFb FRET: -2; m-calpain inh: 38; p47phox inh: -5; p97 inhibitor: 1; Furin inhibitor: -7[20 µM]; EBV gp42 block: -19

Other structures:
SMILES	RBBP9 inhibitor	Tb hexokinase	Runt-SMMHC FRET	Runt-CBFb FRET	m-calpain inh	p47phox inh	p97 inhibitor	Furin inhibitor	EBV gp42 block
S=c1[nH]nc(Cc2cccs2)n1-c1cccc2ccccc12	-10	3	-4	-6	-6	-20	1	-14	-6
O=C(CSc1nnc2ccc(-c3cccnc3)nn12)Nc1ccc(F)cc1F	-5	0	0	2	-35	-11	-1	-23	11
Cc1nnc(Sc2nc3c(c(=O)[nH]c(=O)n3C)n2CCc2ccccc2)s1	/	-2	-1	1	-24	3	/	-17	-8
CCOC(=O)c1cnc(-n2nc(C)cc2C)nc1Nc1ccc(OC)cc1	-4	-8	-5	-4	54*	-5	3	-15[20 µM]	-10
C=CCn1c(SCCCc2ccccc2)nc2c1c(=O)[nH]c(=O)n2C	-3	0	0	-3	18	10	-1	-14	8
O=C1CCCC2=C1Sc1ccccc1N2	2	-6	-24	6	3	1	3	-18	65*
COc1cc(/C=C/C(=O)NCc2ccccn2)cc(OC)c1OC	0	-6	1	1	-91	-13	4	-18	-20
CN(CCC#N)C(=O)COC(=O)c1ccc2[nH]c3c(c2c1)CCCC3	-5	-3	1	0	-17	-9	4	-22	-17
CCNC(=S)Nc1cc(OCC)c(N2CCOCC2)cc1OCC	3	34	1	5	18	-6	8	-7	-20
CN(C)CCNC(=O)c1ccc(CS(=O)(=O)c2ccc(Br)cc2)o1	-2	2	/	/	/	/	4	-29	/
Cc1oc(C(=O)O)cc1COc1ccc2c(C)cc(=O)oc2c1	-7	-17	0	2	-96	-7	-1	-12[20 µM]	-27
CC1(C)CC(=O)C(C=NCC2CCNCC2)=C(O)C1	-10	-1	2	1	-23	-12	-6	-8[20 µM]	-19
COc1ccc(-c2ncc(CN3CCC(CO)(Cc4cccc(OC)c4)CC3)cn2)cc1	-1	-8	26	8	-15	-2	0	-26	-1
O=[N+]([O-])c1ccc(N2CCSCC2)cc1O	-1	-16	-1	0	3	-84	8	0	-20
CC(C)(C)c1ccc(C(=O)N2CCCCCC2=O)cc1	-6	4	-1	-1	-7	1	-5	-25[20 µM]	-14
CCOC(=O)N1CCN(c2ccc(Cl)c(Cl)c2)CC1	-5	3	-1	-1	18	-6	2	1[20 µM]	2
CC(C)CN(CC(C)C)C(=S)NC1CCCCC1	0	-3	0	-1	6	-13	1	-27	-9
CC(C(=O)N=Nc1c(O)[nH]c2ccccc12)n1cnc2ccccc2c1=O (stereo not drawn)	-4	-25	-4	1	3	0	4	-13	8
CC(C)CNC(=S)Nc1ccccc1F	1	-3	-8	-1	6	-3	6	-24	-17
S=C(c1ccc(-c2ccc(Br)cc2)o1)N1CCCCC1	-2	-11	/	/	9	-18	3	-26	-7
COc1ccc(-c2nc(NC(=O)c3nc4nccc(C)n4n3)sc2C)cc1	-6	-5	5	-3	-32	-12	2	-26	-19
CCc1nnc(NC(=O)CSc2nnnn2C)s1	-9	-5	1	-2	-15	-4	-1	-19[20 µM]	-13
CC(OC(=O)CN1C(=O)NC(C)(C)C1=O)C(=O)c1ccccc1 (stereo not drawn)	-9	-5	-2	0	-28	-4	-5	-5[20 µM]	-20
COc1ccc(C(=O)c2ccc(Cl)cc2)c2ccccc12	-12	4	-2	-2	-3	-18	1	-21[20 µM]	-3
N/C(=N\OC(=O)COc1ccc(Cl)cc1Cl)c1cccnc1	-9	0	4	-3	-10	-9	-1	-13	-9
COC(=O)CSc1nnc(CNS(=O)(=O)c2ccc(Br)cc2)n1C	-14	-3	-4	1	1	2	-1	-26	3
Cc1nn(-c2ccccc2)c(NC(=O)c2cccs2)c(-c2ccccc2)c1=O	6	-2	-2	-1	1	-5	6	-26	-19
CCC(C)NC(=O)CCS(=O)(=O)c1ccc(Br)s1 (stereo not drawn)	-8	2	-3	-3	6	-9	2	-9	-15
O=C1Nc2ccccc2/C1=N\N1CCOCC1	-2	-13	-2	0	-25	-11	4	-10	-6
O=C(N/N=C/c1ccccc1OC(=O)c1ccc2c(c1)OCO2)c1cccc(F)c1	-13	-1	0	-2	17	3	-2	-14	4
Cc1cc(OCC(=O)N(Cc2ccco2)C2CCS(=O)(=O)C2)cc(C)c1Cl (stereo not drawn)	-6	1	0	-2	12	-9	-6	-16	-9
N#CC(C(N)=O)=C1CCC2(CC1)OCCCCO2	1	5	3	0	15	5	0	-24	-4
COc1cccc(N2C(=O)C(Cc3c[nH]c4ccccc34)NC2=S)c1 (stereo not drawn)	-6	-4	-3	-1	8	-16	7	-25	-14
CC(C(=O)N1CCCc2ccccc21)N1CCN(c2ccccn2)CC1 (stereo not drawn)	0	10	1	0	16	-4	-3	0	-1
NC(=O)c1oc2ccccc2c1NC(=O)c1ccc(F)cc1	-5	2	2	0	-13	-4	5	-8	5
O=S(=O)(NCCN1CCOCC1)c1ccc2c(c1)OCCO2	9	3	-2	-2	-27	-7	3	-16	-12
CNc1ccc(Cl)cc1C(N)=O	7	-15	23	12	-318	-12	7	-31	-15
Cc1noc2ncnc(SCc3ccc(C(F)(F)F)cc3)c12	-3	-2	0	-2	-12	-4	-3	-17	1
COc1cc2c(cc1NC(=O)CSc1nnc(Cc3cccs3)n1C)oc1ccccc12	-7	-26	2	-4	-56	-20	22*	-2[20 µM]	2
CC1(C)CC(=O)c2sc(NC(=O)c3ccco3)nc2C1	-4	-43	-2	2	-9	-1	-11	-2	-10
Cc1cccc(N(CC(=O)NCCSc2ccccn2)S(=O)(=O)c2ccccc2)c1	-17	20	0	0	28	-2	-9	10	5
O=C(CN1CCCCC1)Nc1ccc(NC(=O)c2ccc(Cl)cc2)cc1Cl	-1	2	1	-2	-472	-15	-3	-7[20 µM]	-12
COCc1cc(=O)[nH]c2cc(NC(=O)C(C)(C)CCl)c(C)cc12	-7	-26	0	0	-76	-5	2	-21[20 µM]	-12
COC(=O)c1ccccc1NC(=O)NCc1c(C)nn(C)c1C	-3	-7	-2	0	-57	-2	0	-28	-18
COCCNC(=O)Cn1c(=O)n(CCCCCC(=O)NCc2ccc3c(c2)OCO3)c(=O)c2sccc21	6	-4	-7	-1	-7	-2	5	-18	-12
Cc1nn(Cc2cccc(F)c2)c(C)c1NC(=O)c1c([N+](=O)[O-])c(C)nn1C	2	-6	2	0	-11	-11	-1	-13[20 µM]	1

Compounds as they come (roughly 2.7% active in at least one column).
